Assay outcomes from PubChem.
AI-2 QS modul – modulators of Vibrio harveyi AI-2 quorum sensing system. Vibrio harveyi JMH597 AI-2 luminescence/OD600 ratio, 9 h; active compounds read low; strain lacks LuxN and CqsS sensors; 0 = neutral-control median. activity change, % at 7.5 µM. actives 0.4% (n = 300,000). AID 2094; in the data active = activity change below about -75%, passing the limit was not always enough;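 also: luminescence divided by OD600 gain over 9 h not by final OD600 alone; inactives centre near 13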
KLF5 inhibitor – suppresses KLF5 promoter-driven expression; DLD-1 KLF5 promoter-luciferase reporter, luminescence; inhibition, % at 5 µM; actives 0.23% (n = 290,000); AID 1700;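 active = inhibition above a per-plate limit of that plate's mean compound inhibition plus 3 SD, cut at about 60% in these data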;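 also: 0% = DMSO wells and 100% = LY294002 at 200 µM; higher means less KLF5 promoter-driven luciferase light; inactives centre near -14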
HSF1 inhib – HSF1 inhibition; AID 2098; NIH3T3-HGL HSE-luciferase, MG132-induced, luminescence 8 h; active compounds read low; activity change, negative = inhibition, % at 7.5 µM (by protocol); actives 0.77% (n = 300,000);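 active = more than half of replicate wells show activity change below -50%, luminescence cut by over half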;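 also: luciferase reports HSF-1 transcriptional activity via heat shock element; 0% = median of DMSO wells and -100% = zero luminescence signal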
GSK3B inh – human GSK3beta kinase inhibition; GST-GSK3beta kinase, ADP-Glo luminescence, 60 min; active compounds read low; activity score (negative = inhibition), % at 10 µM; actives 0.038% (n = 300,000);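 active = more than half of replicate wells score below -50%, meaning over 50% inhibition versus plate controls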;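 also: 0% = median DMSO wells and -100% = median GW8510 positive control wells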
Target sequence (P49841 whole entry, looked up): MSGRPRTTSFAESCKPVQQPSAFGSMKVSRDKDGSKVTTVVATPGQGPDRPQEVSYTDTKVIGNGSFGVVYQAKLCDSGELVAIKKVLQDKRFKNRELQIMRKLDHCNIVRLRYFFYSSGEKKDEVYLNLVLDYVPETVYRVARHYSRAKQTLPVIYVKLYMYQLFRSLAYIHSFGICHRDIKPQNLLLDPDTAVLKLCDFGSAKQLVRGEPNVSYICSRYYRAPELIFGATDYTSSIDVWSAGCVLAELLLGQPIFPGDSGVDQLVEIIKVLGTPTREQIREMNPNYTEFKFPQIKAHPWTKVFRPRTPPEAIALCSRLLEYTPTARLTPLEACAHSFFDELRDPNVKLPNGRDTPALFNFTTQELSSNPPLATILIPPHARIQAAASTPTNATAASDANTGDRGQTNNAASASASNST
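Test system: GST-fused GSK3beta enzyme, cell-free | Quantity: 1.6 ng GST-GSK3beta enzyme per well | Reagent: 25 µM ATP with peptide substrate | Schedule: 60 min enzyme reaction, room temperature | Signal: Luminescent ADP-Glo measurement of ADP formed | Read-out basis: Score relative to plate controls | Control set: DMSO and 20 µM GW8510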
HSF1 activator – increases HSF-1 driven luciferase reporter signal. actives 1.7% (n = 300,000). NIH3T3-HGL HSF-1 luciferase reporter, MG132, 8 h; 100% = twice DMSO control signal. activation, % at 9 µM;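 active = mean replicate activation of at least 50% with a set share of replicates each reaching 50%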;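 also: 0% = median of the neutral control wells and 100% = twice that signal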
HIF act – HIF pathway transcriptional activation. U2OS HRE-luciferase reporter, luminescence; normalized: DMSO 0%, desferrioxamine 100%. activation, % at 7.5 µM (by protocol). actives 0.32% (n = 300,000). AID 1910;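 active = mean activation of at least 10% of the iron chelator positive control signal, with at least half of replicates also reaching 10%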
aSyn 5UTR inh – 5' untranslated region of α-synuclein, MLPCN primary screen | AID 1813 | alpha-synuclein 5'UTR reporter, inhibitor activity | inhibition, % (tested at 7.5 µM) | actives 0.82% (n = 300,000); in the data active = inhibition above about 60%;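 also: H4 neuroglioblastoma cells stably carrying SNCA 5'UTR luciferase fusion; 0% = DMSO wells and 100% = positive control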
HSP90 refold inh – blocks HSP90-mediated luciferase refolding in reticulocyte lysate. Rabbit reticulocyte lysate, luciferase refolding luminescence, 3 h. inhibition, % at 5.6 µM. actives 0.91% (n = 290,000). AID 1789;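 active = inhibition above the screen-wide mean plus 3 SD, computed separately per campaign, cut at about 16% in these data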;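 also: 0% = DMSO wells and 100% = 60 µM geldanamycin wells; inhibitors lower the luminescence because luciferase stays unfolded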
IEC-6 tox – IEC-6 cytotoxicity, counter-screen for KLF5 inhibitors; actives 0.78% (n = 290,000); luminescence viability; inhibition, % at 5 µM; in the data active = inhibition above about 22%;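 also: 0% = plate median of test compound wells and 100% = cytotoxic reference compound wells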
GSK3 alpha inh – inhibitors of human GSK-3 alpha kinase | ADP-Glo luminescence, 60 min | actives 0.1% (n = 320,000) | inhibition, % at 10 µM | AID 2650;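 in the data active = inhibition above about 50%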;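 also: GST-tagged GSK-3 alpha with peptide substrate and 25 µM ATP; 0% = DMSO neutral wells and 100% = GW8510 positive control wells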
Target sequence (P49840 whole entry, looked up): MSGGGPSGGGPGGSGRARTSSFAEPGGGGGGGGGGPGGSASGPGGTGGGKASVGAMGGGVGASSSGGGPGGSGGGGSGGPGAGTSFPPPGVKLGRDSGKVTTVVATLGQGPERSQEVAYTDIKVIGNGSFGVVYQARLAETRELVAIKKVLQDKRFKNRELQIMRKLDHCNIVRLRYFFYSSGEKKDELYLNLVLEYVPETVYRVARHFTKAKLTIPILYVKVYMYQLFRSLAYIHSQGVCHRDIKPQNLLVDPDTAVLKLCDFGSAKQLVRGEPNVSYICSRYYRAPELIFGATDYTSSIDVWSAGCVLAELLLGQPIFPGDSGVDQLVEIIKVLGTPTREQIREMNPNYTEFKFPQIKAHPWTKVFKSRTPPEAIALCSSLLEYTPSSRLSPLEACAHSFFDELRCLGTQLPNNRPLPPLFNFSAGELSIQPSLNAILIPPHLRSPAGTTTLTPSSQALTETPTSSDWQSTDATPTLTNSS
* hit, by the source's call; / = no result given.

molecule	AI-2 QS modul	KLF5 inhibitor	HSF1 inhib	GSK3B inh	HSF1 activator	HIF act	aSyn 5UTR inh	HSP90 refold inh	IEC-6 tox	GSK3 alpha inh
COc1cc(/C=C(\NC(=O)c2ccccc2)C(=O)NC(C(=O)O)c2ccccc2)cc(OC)c1OC (stereo not drawn)	7	-27	-4	1	-2	-0.1	11	-4	0	0
COc1ccc2cc(C(N)=O)/c(=N\NC(=O)c3ccccc3)oc2c1	-1	-10	-29	-2	-34	0.2	55	2	7	2
COc1ccc(CCn2c(N)c(C(=O)NCc3ccco3)c3nc4ccccc4nc32)cc1	6	-18	15	-2	49	1.4	-3	1	2	5
O=C(O)C1C2C=CC(C2)C1C(=O)OC1CC2CCC1C2 (stereo not drawn)	27	-7	5	-1	3	0.0	11	1	-4	-3
O=C(Cc1cccc2ccccc12)Nc1ccc2c(c1)C(=O)NC2=O	21	0	-4	-17	1	-0.4	-65	2	1	20
Cc1noc(/C=C/N(C)C)c1S(=O)(=O)N1CCCC(C(=O)N2CCCCC2)C1 (stereo not drawn)	-1	6	-1	1	-15	-0.3	15	0	-8	0
S=c1nc[nH]c2c1ncn2C1CCCO1 (stereo not drawn)	10	8	-10	1	-5	3.9	2	5	78*	2
CCC(C(=O)OCC(=O)c1c(N)n(CC(C)C)c(=O)n(C)c1=O)c1ccccc1 (stereo not drawn)	33	/	6	0	-2	1.5	-10	/	/	-1
CCc1noc(C)c1C(=O)Nc1nc2c(C)cc(C)cc2s1	16	/	11	-19	-11	0.7	-35	/	/	-5
Cn1c(=O)c2ncn(CC(=O)NCCOCc3ccccc3Cl)c2n(C)c1=O	6	-9	-1	-2	-10	-0.7	-13	1	-5	-2
COc1ccc(CN(C)C2CCCCC2)c(C)c1C	11	3	/	-2	/	-0.3	-1	4	5	2
COC(=O)c1ccc(CO/N=C2\CCCc3nonc32)cc1	-25	-28	14	-26	28	2.9	-122	-3	-10	1
CCC(C(=O)NCCCc1ccccc1)c1ccccc1 (stereo not drawn)	20	-6	-3	1	27	0.1	8	-2	10	0
CC(C)Oc1cccc(C(=O)O)c1	16	-4	-5	-3	-22	-0.5	23	-1	6	1
COC(=O)c1c(C)oc2ccc(N(C(C)=O)S(=O)(=O)c3ccccc3)cc12	5	-2	-3	-1	2	-0.8	-2	1	10	0
O=C(/C=C/c1ccccc1)NCCSCc1ccccc1	-12	-7	-14	1	-37	1.2	-20	-1	-2	-1
COc1cc(OC)nc(NC(=O)COC(=O)C2CCCCC2)n1	18	-27	2	3	27	-0.1	-14	2	-2	-2
COc1cccc(N2CCN(C(=O)C3CCC(=O)N(C4CCCCCC4)C3)CC2)c1 (stereo not drawn)	10	-11	22	-2	37	0.4	-9	3	4	-2
COc1ccc(C(c2nnnn2CC2CCCO2)N2CCN(c3cccc(C)c3C)CC2)cc1 (stereo not drawn)	21	5	0	-1	10	-0.4	-2	0	0	1
COCCCNC(=O)c1ccc2c(=O)n(Cc3ccccc3OC)c(=S)[nH]c2c1	24	-48	4	2	11	-1.7	-12	-4	-1	-2
Cc1ncc(CO)c(CNc2ccc(-c3nc4ccccc4[nH]3)cc2)c1O	19	-91	-24	-2	-19	-29	-14	2	-4	0
COc1cc(OC)c(NC(=S)Nc2cccc(C(C)=O)c2)cc1Cl	25	-21	1	2	1	0.5	9	-3	4	1
Cc1cc(C(=O)Nc2ccccc2C(F)(F)F)no1	8	2	7	2	17	0.3	-26	2	-8	-2
COc1ccc2[nH]c3c(N4CCC(O)(c5cccc(C(F)(F)F)c5)CC4)ncnc3c2c1	7	-23	-7	-4	-17	3.1	-54	-1	10	3
CCOc1ccc2[nH]c(C)c(CN3CCOCC3)c(=O)c2c1	25	6	-9	-2	-6	/	4	-2	-3	-3
NNCCc1ccccc1	12	-48	8	1	27	3.9	-133	3	-1	-6
Cc1ccc(NC(=O)CN2CCCCC2)c2c1CC(C)(C)O2	-2	-20	3	1	9	-0.3	3	3	4	-3
CCOc1cnc(C(=O)NNC(=O)C(Br)C(C)C)o1 (stereo not drawn)	26	-37	-4	2	-6	0.3	2	-2	-6	-1
O=C(Nc1ccc(O)c2c(=O)cc(-c3ccccc3Cl)oc12)c1ccc(Cl)c(Cl)c1	9	/	3	2	13	0.1	-5	/	/	-1
O=C(NCCC1=CCCCC1)c1ccc(Cl)c([N+](=O)[O-])c1	11	-27	2	-2	-5	2.0	-108	-3	-1	7
N#Cc1ccc(C(CC(=O)O)N2Cc3ccccc3C2=O)cc1 (stereo not drawn)	10	-40	-9	0	9	0.7	13	2	-2	-1
COc1ccc(C)cc1S(=O)(=O)N1CCc2ccccc2C1	/	-1	-5	/	8	-27	-2	2	-7	-2
CCCCn1c(NC(=S)Nc2ccccc2)nc2ccccc21	-2	-4	-1	-2	6	-0.4	-52	3	7	2
O=C(c1cc(S(=O)(=O)N2CCOCC2)ccc1F)N1CCCc2ccccc21	13	-10	-9	-2	2	0.0	30	4	-1	-1
COc1cccc(NS(=O)(=O)c2c(C)n(C)c(=O)n(C)c2=O)c1	11	-22	-2	-1	3	-0.2	-3	-2	-2	-1
CCOC(=O)/C(C#N)=C/Nc1cc(OC)ccc1OC	4	-35	-2	-1	-2	-0.1	2	4	1	-6
CCC(NC(=S)NC1CCCCC1)c1ccc(C)cc1 (stereo not drawn)	6	-9	8	-1	18	-0.8	16	2	5	-1
CCCNC(=O)c1noc2c1CCc1ccccc1-2	22	-188	40	0	46	3.2	-119	7	-1	-1
O=C(Cc1ccc(Cl)cc1)NCCc1c[nH]c2ccccc12	-43	-11	4	3	5	0.5	-10	0	5	-1
CCCCn1c(N)c(N(CCOC)C(=O)c2cc(-c3ccco3)nc3ccccc23)c(=O)[nH]c1=O	14	/	-3	1	8	0.0	8	/	/	3
COC(=O)c1ccsc1NC(=O)CSc1nnnn1-c1ccccc1SC	17	-22	-3	-2	2	0.5	6	1	3	-1
CC(Sc1ccc(Cl)cc1)C(=O)Nc1ccc(S(=O)(=O)N2CCOCC2)cc1 (stereo not drawn)	38	-11	6	1	16	-1.0	-2	3	0	-1
COc1cc(NC(=O)c2onc(C)c2Cl)c(OC)cc1Cl	4	11	3	-4	21	0.1	-32	-4	2	-2
CCOc1ccc(OCC)c(NC(=O)CN(C)S(=O)(=O)c2cccc3nsnc23)c1	6	25	2	-1	8	-0.6	21	-4	0	0
Cc1ccc(N(C(=O)c2snc(C(N)=O)c2N)C(C(=O)NCC2CCCO2)c2c[nH]c3ccccc23)cc1 (stereo not drawn)	9	-5	11	-4	14	0.4	22	-1	1	-3
O=C(Nc1nc2c(Cl)ccc(Cl)c2s1)c1ccco1	7	-8	-5	3	-2	0.2	-184	1	8	-7
Cc1ccc(C)c(N(C(=O)Cn2nnc3ccccc32)C(C(=O)NC(C)(C)C)c2ccsc2)c1 (stereo not drawn)	-1	12	4	4	13	/	-7	-1	6	-2
CC(C)N(C(=O)CSc1n[nH]c(=O)n1CCc1ccccc1)C(C)C	27	-16	-1	-1	-14	1.1	5	-3	-2	2
CC(C)(C)c1ccc(NC(=O)N2CCCN(c3ccc([N+](=O)[O-])cn3)CC2)cc1	22	-23	4	0	14	-0.4	-33	4	7	1
CCOc1ccc(CN(C)C(=O)c2ccc(NC(=O)CC3SC(N4CCCC4)=NC3=O)cc2)cc1 (stereo not drawn)	13	11	-5	2	-13	-0.3	12	2	9	3

Additional entries
molecule	AI-2 QS modul	KLF5 inhibitor	HSF1 inhib	GSK3B inh	HSF1 activator	HIF act	aSyn 5UTR inh	HSP90 refold inh	IEC-6 tox	GSK3 alpha inh
CSc1ncc2c(=O)[nH]c(-c3ccccc3)nc2n1	19	-10	0	-1	20	0.6	9	8	-5	6
O=C(NNC(=O)c1ccc(Cl)cc1Cl)c1ccncc1	33	0	-6	0	19	0.2	-49	-2	-1	2
COc1ccc(C(=O)CCNc2cccc(Cl)c2)cc1	9	-42	31	2	35	5.6	-114	-3	4	/
Cc1cc(S(=O)(=O)N2CCOCC2)ccc1OCC(=O)NCc1ccccn1	15	-12	-8	1	3	0.2	12	-1	-1	-2
COc1ccc(NC(=O)CCS(=O)(=O)c2ccc3c(c2)oc(=O)n3C)cc1	-6	-7	4	0	16	1.4	-46	-5	5	0
COc1ccccc1CNC(=O)C1CCN(S(=O)(=O)c2ccc3c(c2)NC(=O)CO3)CC1	8	3	3	3	18	0.1	-3	-3	-11	0
CC(=O)Oc1ccc(-c2cccc(C(=O)O)c2)cc1	49	-33	-3	-6	-6	-0.2	-9	-2	-4	1
CCN(CC)C(=N)/C(C#N)=N/Nc1ccccc1	25	-40	17	-2	22	1.8	-81	3	-5	0
COc1cc(SC)ccc1C(=O)NCCOc1c(C)cc(C)cc1C	10	-40	0	1	-9	-0.6	4	-2	-7	0
CCCOC(=O)c1cccc(NC(=O)c2cccnc2)c1	53	-13	5	0	6	-0.1	-13	-4	4	5
COc1cc(/C=N/O)c(Br)cc1OCC(=O)Nc1ccccc1C	19	-21	2	6	4	1.0	4	-1	-2	-3
CCOC(=O)c1sc(NC(=O)CSc2nc3c(cc2C#N)CCCCCC3)c(C#N)c1C	6	-2	-2	-2	-6	0.4	-74	0	4	1
CSCCC(NC(C)=O)C(=O)Oc1ccc2c3c(c(=O)oc2c1)CCCC3 (stereo not drawn)	29	-48	/	/	/	/	/	0	3	/
COc1ccc(C(=O)c2sc(Nc3ccccc3)nc2C)cc1	4	-15	2	0	3	0.2	-32	1	-2	4
Cc1cc(C)c(OCCCCCn2ccnc2)c(C)c1	27	-1	0	3	14	0.3	-17	8	4	1
CCOC(=O)c1sc2nc(C)[nH]c(=O)c2c1C	31	-36	4	1	6	-0.2	-9	0	-12	-1
O=C(Nc1nnc(S(=O)(=O)N2CCOCC2)s1)c1ccc(Cl)cc1	20	-21	0	1	1	0.2	-5	-1	7	-2
Cc1cc(C(=O)NN=C2CCCCCC2)c(C)o1	3	-90	-3	-3	9	0.5	-9	-3	12	-2
CCn1c(SCC(=O)Nc2ccccc2Cl)nnc1C1CC1	30	-10	-5	5	-5	-0.1	13	-1	-4	-2
Cn1cncc1COC(=O)c1ccc(Cl)cc1	12	-5	-3	1	5	-1.6	-3	9	3	0
Cc1ccc(Sc2ncccc2NC(=O)c2ccccc2Cl)cc1	18	-24	18	0	34	-0.9	10	-1	-4	5
COc1ccc(NC(=S)NCCN2CCC(C)CC2)cc1Cl	4	-2	3	-1	23	-1.2	2	0	4	1
CCCCC(C(=O)NCCC(C)C)N(CCCN1CCOCC1)C(=O)c1snc(C(N)=O)c1N (stereo not drawn)	17	-16	8	-2	2	-0.2	5	0	-2	-1
